ALOX15B inhib = inhibitors of human 15-lipoxygenase 2 (ALOX15B); actives 0.56% (n = 110,000); Potency, µM (series often up to 57.1 µM), inactives show at the top dose activity change, negative = inhibition, actives largely listed as inhibitors; purified 15hLO-2, xylenol orange hydroperoxide absorbance; O15296; AID 881; further: potency means the concentration at half of the fitted maximal effect; nearly all actives have a fitted effect of over 60% in size; many of its hits are not listed in these tables
Target sequence (O15296 whole entry, looked up): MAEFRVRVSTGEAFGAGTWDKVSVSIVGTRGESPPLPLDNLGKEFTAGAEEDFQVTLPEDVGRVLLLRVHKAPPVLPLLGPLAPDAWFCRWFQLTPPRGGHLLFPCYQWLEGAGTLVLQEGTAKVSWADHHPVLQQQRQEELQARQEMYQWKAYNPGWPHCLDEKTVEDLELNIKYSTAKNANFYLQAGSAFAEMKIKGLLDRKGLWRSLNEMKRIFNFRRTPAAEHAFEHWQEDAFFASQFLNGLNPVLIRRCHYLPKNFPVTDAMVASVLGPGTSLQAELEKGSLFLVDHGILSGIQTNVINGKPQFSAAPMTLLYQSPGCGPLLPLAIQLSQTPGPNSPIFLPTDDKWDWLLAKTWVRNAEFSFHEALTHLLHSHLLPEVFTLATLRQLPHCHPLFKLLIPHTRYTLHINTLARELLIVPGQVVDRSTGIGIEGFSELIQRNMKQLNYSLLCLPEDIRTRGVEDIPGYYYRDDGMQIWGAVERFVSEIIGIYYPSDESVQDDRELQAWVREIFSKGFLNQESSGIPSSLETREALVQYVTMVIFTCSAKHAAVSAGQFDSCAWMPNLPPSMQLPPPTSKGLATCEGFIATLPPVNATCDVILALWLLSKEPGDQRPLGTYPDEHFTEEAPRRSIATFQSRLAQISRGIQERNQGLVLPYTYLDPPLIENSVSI
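Screening format was qHTS against 50 nM purified 15hLO-2 in Hepes pH 7.5 with detergent. Activity follows hydroperoxide formation from 45 uM arachidonic acid, measured as 573:405 nm absorbance ratio of the ferric-xylenol orange complex.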
PNC assembly inh = blocks assembly of the perinucleolar compartment. PC3M PTB-GFP, PNC prevalence imaging, 16 h; hits give low values. activity change (PNC), negative = inhibition, % at 10 µM. actives 3.1% (n = 140,000). AID 2417;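 active means readout at or below -70, meaning at least 70% loss of cells showing the perinucleolar compartment, a nuclear body marking cancer cells; inconclusive means readout between -30 and a set limit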;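 further: plate controls were DMSO wells for no effect and camptothecin positive control wells for full effect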
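Read-out is percentage of cells bearing a perinucleolar compartment, from automated 20x imaging of fixed, Hoechst-stained PC3M PTB-GFP cells. Cells were seeded 4 h, then exposed 16 h to compound (23 nl of library stock) in duplicate plates.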
IMPase inh = membrane-permeable compound that blocks inositol monophosphatase; P97697; CHO-M1 cells, IP1 accumulation, HTRF TR-FRET ratio; inhibition (IP1 accumulation), % at 46.1 µM; 120,000 tested, under 10 active; active means well fitted curve in the direction sought with a large enough effect in the signal ratio, not every such curve was filed as active; inconclusive means small, poorly fitted or top-dose-only effect, or a change in a side signal; inactive means no such curve, though single readings can be large or run the other way; the % refers to the signal ratio;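 further: cells stimulated with carbachol in lithium chloride buffer; plate controls were DMSO basal wells for no effect and reference inhibitor wells for full effect; higher means more IMPase inhibition seen as more IP1 and lower FRET ratio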
Target sequence (P97697 whole entry, looked up): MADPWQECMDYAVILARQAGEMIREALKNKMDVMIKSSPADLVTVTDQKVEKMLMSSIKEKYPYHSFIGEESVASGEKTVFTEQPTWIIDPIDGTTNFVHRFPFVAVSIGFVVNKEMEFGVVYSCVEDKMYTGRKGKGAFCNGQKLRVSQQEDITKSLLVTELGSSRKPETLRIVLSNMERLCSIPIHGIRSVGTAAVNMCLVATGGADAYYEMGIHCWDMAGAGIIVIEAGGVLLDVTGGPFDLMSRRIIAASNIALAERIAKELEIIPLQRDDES
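The IP-One HTRF competitive assay in carbachol-stimulated CHO-M1 cells quantifies cellular IP1. Compounds spanned up to 46 uM final, and activity is expressed as AC50 from concentration-response fits of the ratio and donor data.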
12-hLO inh = inhibitors of human 12-lipoxygenase (ALOX12); P18054; purified 12-hLO, xylenol orange hydroperoxide absorbance; Potency, µM (doses to about 57.1 µM), for inactives: top-dose activity change, negative = inhibition, actives largely listed as inhibitors; actives 0.12% (n = 150,000); further: potency means the concentration at half of the fitted maximal effect; nearly all actives have a fitted effect of over 55% in size; many of its hits are not listed in these tables
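Purified human 12hLO (150 nM final) was preincubated with compounds for 15 min at room temperature in 25 mM Hepes pH 7.0, 0.01% Triton X-100, then reacted with 40 uM arachidonic acid for 30 min. Hydroperoxide was detected with ferrous iron/xylenol orange.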
Numbers without * were called inactive; ? = inconclusive; nt = not tested or not shown; [ ] = another dose, or the depositor's remark. Unless noted, the call rests on the fitted dose curve; in most records, active means well fitted curve in the direction sought with a large enough effect; inconclusive means small, poorly fitted or top-dose-only effect, or another doubt; inactive means no such curve, though single readings can be large; an effect the other way counts as inactive or inconclusive. Unless noted, on the % scale 0 is the no-effect control and ±100 the full control effect.

SMILES	ALOX15B inhib	PNC assembly inh	IMPase inh	12-hLO inh
CCc1ccc(/C=C2\SC(=S)N(CCCC(=O)Nc3nccs3)C2=O)cc1	nt	?	3	-1%
O=S(=O)(Nc1nc2ccc(S(=O)(=O)N3CCCC3)cc2s1)c1ccc(F)cc1	?	4	11	-4%
Clc1ccc(Cc2nnc(-c3cccs3)o2)cc1	nt	59	nt	-1%
O=C(COC(=O)c1ccc([N+](=O)[O-])s1)NCc1ccccc1	nt	37	-5	3%
CC(=O)Nc1ccc(S(=O)(=O)NCC(=O)OC(C)c2ccccc2Cl)cc1 (stereo not given)	nt	-10	nt	-2%
CCOC(=O)Cn1nnnc1CN(Cc1ccccc1)Cc1cc2cc(CC)ccc2[nH]c1=O	1%	29	6	-22%
O=C(NCC1COc2ccccc2O1)c1ccco1 (stereo not given)	-2%	-12	-29	-3%
COc1ccc(C(=O)Nc2nc3nc(-c4ccccc4)cc(=O)n3[nH]2)cc1	2%	?	-4	-2%
Cc1ccc2[nH]c(=O)c(CN(Cc3ccccc3Cl)C(=O)N3CCOCC3)cc2c1	2%	65	17	0%
CCn1c(-c2ccccc2)ccc(C#N)c1=O	3%	?	6	4%
CCOC(=O)C(=Cc1ccc(F)cc1)C(=O)OCC	-2%	-19	5	-6%
C=CCn1cc(C(=O)OC)c(=O)c2cc(S(=O)(=O)N(CC)CC)ccc21	3%	9	-1	-1%
Cc1noc(C)c1CN1C(=O)NC2(CCc3ccccc3C2)C1=O (stereo not given)	5%	-3	-1	-5%
Cc1cccc(CNc2ncncc2-c2cccc(NS(C)(=O)=O)c2)c1	-15%	nt	nt	-5%
CCOC(=O)c1[nH]c(COC(=O)c2ccccc2NC(=O)c2ccco2)c(C(=O)OCC)c1C	4%	6	6	-7%
CCCCCC(=O)Nc1ccc(N2CCN(C(=O)CCC)CC2)cc1	2%	?	9	-7%
Cc1nc(-c2ccccn2)sc1C(=O)Nc1ccc(F)cc1F	1%	?	2	4%
Oc1oc(-c2ccccc2)nc1C=NCc1ccncc1	nt	-4	6	-5%
O=C(C1CCCN(S(=O)(=O)c2cccc3nonc23)C1)N1CCN(c2ccccc2)CC1 (stereo not given)	-6%	-2	5	0%
O=C(Nc1cccc(F)c1)N1CC[C@@]2(CCCN(C(=O)c3ccco3)C2)C1	-1%	nt	nt	2%
O=C(NCc1ccc(N2CCCC2=O)cc1)Nc1ccccc1	1%[2.29 µM]	-21	0	2%
Cc1noc(NS(=O)(=O)c2ccc(NC(=O)CCCOc3ccc(Cl)cc3Cl)cc2)c1C	nt	-11	-2	-3%
Cc1ccc(N2CCN(CCCCN3C(=O)C4CCCN4C3=O)CC2)cc1 (stereo not given)	nt	?	nt	-3%
COCc1cc(=O)[nH]c(=S)[nH]1	nt	?	nt	-3%
CCN(CC)CCCCn1c(-c2ccccc2)nc2c(NCc3ccccc3)nc(C)nc21	4%	nt	nt	-2%

For convenience, part of the list above.
SMILES	ALOX15B inhib	PNC assembly inh	IMPase inh	12-hLO inh
O=C(NCc1ccc(N2CCCC2=O)cc1)Nc1ccccc1	1%[2.29 µM]	-21	0	2%
Cc1noc(NS(=O)(=O)c2ccc(NC(=O)CCCOc3ccc(Cl)cc3Cl)cc2)c1C	nt	-11	-2	-3%
Cc1ccc(N2CCN(CCCCN3C(=O)C4CCCN4C3=O)CC2)cc1 (stereo not given)	nt	?	nt	-3%
COCc1cc(=O)[nH]c(=S)[nH]1	nt	?	nt	-3%
CCN(CC)CCCCn1c(-c2ccccc2)nc2c(NCc3ccccc3)nc(C)nc21	4%	nt	nt	-2%

(next part)
SMILES	ALOX15B inhib	PNC assembly inh	IMPase inh	12-hLO inh
COc1ccccc1-c1nnc(SC2CCc3ccccc3NC2=O)s1 (stereo not given)	nt	10	9	-2%
Cc1cccnc1NC(=O)c1c(O)c2ccccc2n(C)c1=O	5%	-1	4	-8%
COc1cc(OC)c(C2CC(=O)N3CN(c4ccc(C)cc4)CSC3=C2C#N)cc1OC (stereo not given)	?	6	4	?
Cc1ccc2c(=O)c(C(=O)NCc3cccs3)c[nH]c2c1	nt	?	19	5%
c1ccc(-n2ncc3c2ncn2nc(CSc4nc5ccccc5s4)nc32)cc1	-30%	?	5	-2%
Cc1ccc(Cc2nnc3n(-c4cccc(C)c4)nc(C(=O)c4ccccc4)n3c2=O)cc1	nt	3	?	-1%
CCC(=O)Nc1nonc1-c1nc2ccccc2n1CCC(C)C	5%	-7	8	-12%
C=CCNc1ncnc2c1ncn2C1OC(CO)C(O)C1O (stereo not given)	4%	12	2	-4%
CN(C)S(=O)(=O)c1cccc(NC(=O)c2cc3c(=O)n4ccccc4nc3s2)c1	nt	25	-5	-2%
COc1ccc(-c2onc3ccc(Br)cc23)cc1	nt	?	nt	5%
COC(=O)c1nc(-c2ccccc2)oc1N(C)C	1%	56	-16	-3%
CCOC(=O)Cc1csc(NC(=S)NC(=O)c2ccc(Cl)cc2)n1	0%	17	3	-11%
CCN(c1ccccc1)S(=O)(=O)c1ccc(F)cc1	8%	44	14	-10%
COc1cccc(C(=O)NCC(=O)N/N=C/c2cccc(OC(=O)c3ccc([N+](=O)[O-])cc3)c2)c1	nt	?	-6	-1%
Cc1ccc(OCC(=O)Nc2ccccc2Sc2ccc(Cl)cc2)c([N+](=O)[O-])n1	nt	?	6	-6%
O=C1CC(C(=O)Nc2ccc(O)c(C(=O)O)c2)C(c2ccccc2)O1 (stereo not given)	-3%	?	-4	-4%
CN1CCN(NS(=O)(=O)c2ccc(Cl)s2)CC1	nt	36	nt	3%
CCCC(=O)Nc1ccc(C(=O)NCc2ccccc2Cl)cc1	nt	7	-2	1%
O=C(Nn1c(O)c(C=C2N=c3ccccc3=N2)sc1=S)c1cccc(Cl)c1	-11%	?	?	-8%
CC(C)(C)SCCNS(=O)(=O)c1ccc(F)cc1	-1%	8	7	1%
COC(=O)[C@H](N)Cc1ccc(Cl)cc1	18%	nt	0	-3%
COc1ccc(NC(=O)C=C(C)C)cc1Cl	6%	32	24	-15%
COc1cc(OC)c(C2=NOC(C(=O)N3CCc4ccccc4C3)C2)cc1Cl (stereo not given)	14%	7	8	-1%
COCCn1c(C)cc(C(=O)CSc2nc(C)cc(C)c2C#N)c1C	-7%	18	1	-2%
CC/C(=C(/CC)c1ccc(O)cc1)c1ccc(O)cc1	?	nt	nt	-17%

Further structures.
SMILES	ALOX15B inhib	PNC assembly inh	IMPase inh	12-hLO inh
CCC(=O)c1cc2c(C)cc(=O)oc2c(C)c1OC(=O)C(C)C	nt	-7	nt	0%
COc1ccc(OC)c(-n2c(C)nc3cc(C(=O)O)ccc32)c1	-15%	16	5	-4%
NC(=O)CSc1nnc(-c2ccc(O)cc2)n1Cc1ccco1	nt	5	-8	3%
Cc1c(CCC(C)C)c(=O)n2c([nH]c3ccccc32)c1C#N	-1%	-21	5	0%
COc1ccc(NC2=NCC(Cc3ccc(Br)cc3)S2)cc1 (stereo not given)	nt	-92*	nt	?
Oc1ccc2ccccc2c1/C=N/n1cnnc1	nt	24	-6	-1%
COc1ccc(C2SCCN2S(=O)(=O)c2ccc(F)cc2)cc1OC (stereo not given)	-7%	2	11	1%
O=C(NCCCO)/C(=C\c1cn(-c2ccccc2)nc1-c1cccnc1)NC(=O)c1ccccc1	nt	-12	nt	-1%
CCCOc1c(Br)cc(C2C3=C(CCCC3=O)N(C)C3=C2C(=O)CCC3)cc1OC	nt	-98*	nt	-5%
O=c1c(-c2cc(F)cc(F)c2)nc2cnc(Oc3ccccc3)nc2n1C1CC1	-4%	nt	nt	-5%
CCc1ccc(N(CC)C(=O)c2ccc3c(Cl)c4c(nc3c2)CCC4)cc1	nt	-3	nt	0%
Cc1ccc(C2C3=C(CC(C)(C)CC3=O)Nc3[nH]c(=S)[nH]c(=O)c32)cc1 (stereo not given)	?	?	8	-28%
CCOC(=O)c1cnc(SCc2nc(N)nc(Nc3ccccc3OC)n2)nc1N	-3%	44	-2	-6%
Cc1ccc(-n2c(C)cc(C3N=C(N)Nc4nc5ccccc5n43)c2C)c(C)c1 (stereo not given)	3%	14	10	-1%
O=[N+]([O-])c1cc(/C=N/N2CCN(C3c4ccccc4-c4ccccc43)CC2)ccc1Cl	-5%	52	-1	7%
CCOC(=O)CSc1nc(NCc2ccco2)c2ccccc2n1	9%	6	-1	-3%
O=C(CN1C2CCC1CC(NC(=O)C1CC1)C2)NCc1ccccc1 (stereo not given)	5%	33	4	-1%
CCOc1ccc(-n2c(SCC(=O)Nc3ccc4c(c3)OCO4)nc3c(c2=O)SCC3)cc1	-9%	-2	3	-10%
COc1ccc(C(=O)N2CCC3(CC2)CCN(c2ccncc2)CC3)cc1	9%	nt	nt	-2%
Cc1cc(C)c(NS(=O)(=O)c2ccc(NC(=O)c3cccs3)cc2)c(C)c1	nt	25	nt	2%
COc1ccc(/C=C(\C#N)C(=O)NCCc2ccccc2)cc1OCc1ccccc1	nt	48	nt	1%
CCc1ccccc1NC(=O)Cc1ccc(-n2cccc2)cc1	nt	6	nt	0%
CCSc1nc2nn(-c3ccccc3)c(=O)c-2c2n1CCCCC2	-8%	-6	-3	-1%
Cc1cc(C)n2cc(CSCC(=O)O)nc2n1	nt	?	-6	-1%
COc1ccc(NC(=O)c2c(F)cccc2F)cc1S(=O)(=O)Nc1ccc(Br)cc1	nt	23	nt	?

Reprinted from the part before: seven entries, then new ones.
SMILES	ALOX15B inhib	PNC assembly inh	IMPase inh	12-hLO inh
COc1ccc(C(=O)N2CCC3(CC2)CCN(c2ccncc2)CC3)cc1	9%	nt	nt	-2%
Cc1cc(C)c(NS(=O)(=O)c2ccc(NC(=O)c3cccs3)cc2)c(C)c1	nt	25	nt	2%
COc1ccc(/C=C(\C#N)C(=O)NCCc2ccccc2)cc1OCc1ccccc1	nt	48	nt	1%
CCc1ccccc1NC(=O)Cc1ccc(-n2cccc2)cc1	nt	6	nt	0%
CCSc1nc2nn(-c3ccccc3)c(=O)c-2c2n1CCCCC2	-8%	-6	-3	-1%
Cc1cc(C)n2cc(CSCC(=O)O)nc2n1	nt	?	-6	-1%
COc1ccc(NC(=O)c2c(F)cccc2F)cc1S(=O)(=O)Nc1ccc(Br)cc1	nt	23	nt	?
Clc1ccc(C(c2nnnn2C2CCCC2)N2CCSCC2)cc1 (stereo not given)	-8%	15	13	-7%
CCOC(=O)C1CCCN(C(=O)c2cn(CC)c(=O)c3cc(OC)c(OC)cc23)C1 (stereo not given)	-8%	10	5	0%
c1ccc(OCc2nc3ccccc3[nH]2)cc1	7%	?	-6	7%
CCOC(=O)Cc1csc(NC(=O)Cc2ccc([N+](=O)[O-])cc2)n1	nt	-6	nt	-1%
O=P(O)(CCCCP(=O)(O)CCc1ccccc1)CCc1ccccc1	-4%	15	-3	2%
COc1cc(C2C(C(=O)Nc3ccccc3OC)=C(C)Nc3ncnn32)ccc1O (stereo not given)	1%	18	2	-7%
Cc1ccc(-c2nc3ccccc3[nH]2)cc1NC(=S)NC(=O)c1ccccc1Br	5%	34	-1	-8%
COc1ccc(OC)c(NC(=O)c2cnc3n(c2=O)CCS3)c1	0%	-12	9	-3%
O=S(=O)(Cc1cc(Sc2ccc(Cl)cc2)nc(-c2ccccc2)n1)c1ccccc1	-12%	-18	10	8%
COc1ccc(N(C(=O)CCl)C(C)(C(=O)Nc2c(C)cccc2C)c2ccccn2)cc1 (stereo not given)	nt	-5	-3	0%
Cc1ccsc1C1NC(=O)c2c(sc3c2CCN(C)C3)N1 (stereo not given)	13%	-27	5	4%
Cc1cccc(NC(=O)c2ccc(Cn3cc(C(F)(F)F)ccc3=O)cc2)c1	-6%	35	3	-3%

Some of the compounds tested; count on the stated rates, not on these rows.
